human PMI inhibitors – human PMI inhibitors, high substrate, primary screen, biochemical, fluorescence intensity, high mannose 6-phosphate (AID 1220) | Mannose-6-phosphate isomerase (Homo sapiens) | recombinant PMI enzyme, coupled fluorescence intensity; higher % means a stronger effect | inhibition, % at 20 µM, or IC50 in µM where a hit was titrated | 190,000 tested, 0.66% active
human PMI inhibition – inhibitors of human PMI, primary screen, biochemical, fluorescence intensity, coupled assay (AID 1209) | Mannose-6-phosphate isomerase (Homo sapiens) | 190,000 tested, 0.42% active | one-dose inhibition, % at 20 µM; IC50 in µM for titrated hits | purified PMI enzyme, coupled fluorescence intensity; higher % means a stronger effect;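 also: plate controls were DMSO vehicle for no effect and wells lacking substrate for full effect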
Insulin prom up – insulin promoter activators in MIN6 cells, imaging, high-content screening, mouse beta cells. z-score at 5 µM. MIN6 insulin promoter-GFP reporter; stronger effect = higher value. AID 1625, 2009. 190,000 tested, 0.3% active;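 active = z-score above 3 at 5 µM with at least 500 cells counted in the well; inconclusive = wells under 500 cells, flagged as cytotoxic or low count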
CSM14.1 death rescue – rescue of cells from ER stress-induced death, primary screen, 384-well, CSM14.1, thapsigargin, ATP luminescence (AID 1222); CSM14.1 thapsigargin-induced death rescue, ATP luminescence; higher % means a stronger effect; cellular ATP content (survival), % at 20 µM, or EC50 in µM where a hit was titrated; 190,000 tested, under 10 active;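 active = EC50 below 50 µM in the dose-response confirmation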;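 also: death triggered by thapsigargin at about 15 µM added after 2 h compound pretreatment; cell ATP read after overnight thapsigargin exposure of roughly 18 to 22 hours; normalized against plate controls of thapsigargin alone and 5% DMSO vehicle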
West Nile virus CPE – West Nile virus antiviral activity, cell-based, CPE readout (AID 1621) | West Nile virus-infected cells, CPE inhibition; higher % means a stronger effect | CPE inhibition, % at 10 µM; hits with a dose series show IC50 in µM | 290,000 tested, 0.02% active; in the data active = a potency from the dose series; inconclusive = CPE inhibition mostly from about 3.7% at the one dose, without a potency; inactive = the rest, 99 in 100 with CPE inhibition below about 2.2%; also: strong numbers were not always called active
TNAP activation fold – human TNAP enzyme activators, primary screen, biochemical, luminescent, no phosphate acceptor, uHTS (AID 1001); Alkaline phosphatase, tissue-nonspecific isozyme (Homo sapiens); purified TNAP, luminescent activation assay, no phosphate acceptor; higher activation fold means a stronger effect; activation fold at 20 µM, or EC50 in µM where a hit was titrated; 200,000 tested, 0.03% active; in the data active = activation fold from about 3, or a potency from the dose series; inactive = the rest, 99 in 100 with activation fold below about 1.6; also: many of its hits are not listed in these tables
Salmonella PhoP GFP – inhibitors of PhoP regulon expression, primary screen, Salmonella Typhimurium, GFP reporter (AID 1863). S. Typhimurium PhoP-regulated promoter GFP reporter, 4 h; higher % means a stronger effect. inhibition, % at 50 µM, or IC50 in µM where a hit was titrated. 300,000 tested, 0.16% active;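 active = inhibition over 29.93%, a cutoff 3 SD above the screen mean, later confirmed by dose response; inconclusive = inhibition over 29.93% but no dose response follow-up; inactive = inhibition at most 29.93% or unconfirmed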;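 also: 0% = low Mg2+ inducing control and 100% = high Mg2+ repressing control; strong numbers were not always called active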
RSV CPE inhibition – RSV antiviral activity via CPE protection, HEp-2 cells, primary 10 µM value included (AID 2391) | CPE inhibition, % at 10 µM; hits with a dose series show IC50 in µM | HEp-2 cells, RSV-induced CPE inhibition; higher % means a stronger effect | 310,000 tested, 0.13% active; in the data active = a potency from the dose series; inconclusive = CPE inhibition mostly from about 23% at the one dose, without a potency; inactive = the rest, 99 in 100 with CPE inhibition below about 21%; also: strong numbers were not always called active
SV40 large T antigen – SV40 large T antigen inhibitors, biochemical (AID 1903); one-dose inhibition, % at 20 µM; IC50 in µM for titrated hits; SV40 large T antigen ATPase/helicase inhibition assay; higher % means a stronger effect; 310,000 tested, 0.39% active; in the data active = a potency from the dose series; inconclusive = inhibition mostly from about 32% at the one dose, without a potency; inactive = the rest, 99 in 100 with inhibition below about 32%; also: strong numbers were not always called active
Insulin prom up cell count – also measured in Insulin prom up; calls as there; cell count; measured here: cytotoxicity, nuclei count;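 total cells summed across four imaged fields per well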
Starred values were filed as active, the others as inactive; ? = inconclusive; . = no result given. Rule as the data show it, unless noted: active = inhibition above about 50%; inactive = the rest.

Sequence of screens: human PMI inhibitors	human PMI inhibition	Insulin prom up	Insulin prom up cell count	CSM14.1 death rescue	West Nile virus CPE	TNAP activation fold	Salmonella PhoP GFP	RSV CPE inhibition	SV40 large T antigen
COc1ccc(C(=O)NNC(=O)CCCCC(=O)NNC(=O)c2ccc(OC)cc2)cc1
→ 3.8%	-2.0%	0.48	1169	-1.3%	0.5%	1.6	0.4%	-0.3%	7.3%
COC(=O)c1c(O)c2ccccc2[nH]c1=O
→ -7.5%	-2.6%	0.71	778	-1.2%	0.2%	1.1	5.5%	-0.4%	4.9%
CC(C)Sc1nnc(-c2c[nH]c3ccccc23)n1C
→ 6.7%	5.1%	0.8	964	-2.5%	-0.3%	1.1	2.3%	2.0%	4.9%
COC(=O)C1=C(C(=O)OC)C2(OC1c1cccc(F)c1)C(=O)c1ccccc1C2=O (centres undefined)
→ -60.5%	-38.4%	-0.13	977	-3.6%	-0.7%	1	-10.8%	0.1%	12.4%
N#CCC(=O)N/N=C/c1ccc(OCc2ccccc2)cc1
→ 0.1%	2.9%	0.13	1326	-0.4%	-0.2%	1.2	1.3%	-1.1%	0.7%
COc1ccc(/C=N/Nc2nnc(C)n2N)cc1OC
→ 67.2%*	37.0%	0.07	1206	5.0%	-0.1%	1	3.4%	-1.2%	15.8%
Cn1c(SCc2c(F)cccc2Cl)nnc1-c1cccs1
→ 8.9%	8.5%	-0.63	1271	-3.3%	-0.6%	1.1	-3.3%	3.0%	5.0%
O=C(Cc1cn2ccsc2n1)Nc1ccccn1
→ -11.8%	-14.6%	0.62	1127	1.1%	0.2%	0.9	9.6%	1.8%	-3.7%
O=C(NCc1ccccc1F)C1CCCN1C(=O)Nc1ccc(Cl)cc1 (centres undefined)
→ .	.	.	.	.	-1.2%	.	-1.5%	6.2%	6.7%
O=C(O)c1cc(O)ccc1N=Nc1ccccc1
→ .	.	-0.56	1057	.	0.1%	.	-3.9%	1.5%	8.2%
COc1ccc(C2Nc3cccc4cccc(c34)N2)cc1Br
→ .	.	.	.	.	0.1%	.	0.5%	11.7%	18.8%
O=C(O)c1cccc(NC2=C(N3CCOCC3)C(=O)c3ccccc3C2=O)c1
→ .	.	.	.	.	0.7%	.	2.9%	-1.8%	18.3%
O=Cc1cn(-c2ccccc2)nc1-c1ccc(F)cc1
→ .	.	.	.	.	-0.8%	.	11.1%	-1.2%	3.6%
NC(=O)CSc1nc2cc(Cl)ccc2c(=O)n1C1CCCCC1
→ .	.	.	.	.	0.4%	.	-1.6%	2.2%	22.0%
C=CCN=C(C)C1=C(O)C(C)OC1=O (centres undefined)
→ -0.9%	6.8%	-0.16	1573	-2.1%	0.0%	1.1	-2.6%	0.7%	2.0%
OCCNCCCOc1cc(Cl)ccc1Cl
→ 4.9%	10.2%	0.21	1308	-0.6%	0.5%	1.1	1.5%	-0.3%	26.1%
CC(=O)c1ccc(N2CCN(S(=O)(=O)c3cn(C)c(C)n3)CC2)cc1
→ .	.	.	.	.	-0.5%	.	-7.3%	2.5%	27.8%
N=C1/C(=C\c2ccc(SCc3ccccc3)o2)C(=O)N=C2SC=NN12
→ 38.1%	.	-0.93	1257	-1.1%	1.2%	1	1.8%	2.8%	-0.3%
CCOc1ccccc1N1CC(C(=O)Nc2c(C)n(C)n(-c3ccccc3)c2=O)CC1=O (centres undefined)
→ 5.3%	-6.0%	1.81	1154	.	0.4%	1	-9.3%	0.6%	5.7%
O=[N+]([O-])c1cccc(NC(=S)NCc2ccncc2)c1
→ 47.1%	15.5%	1.69	1627	-2.4%	0.0%	1	-0.6%	8.8%	80.8%
Cn1c(CCNC(=O)c2ccco2)nc2cc(NS(=O)(=O)c3ccccc3)ccc21
→ 2.5%	9.7%	0.17	1301	-1.0%	?	1.1	-1.4%	2.0%	-4.5%
Cc1cc(C)nc(NS(=O)(=O)c2ccc(Br)cc2)n1
→ -3.5%	-9.6%	0.23	1238	.	0.0%	1	19.6%	2.5%	6.2%
CCOCCCNC(=S)NC1CC2CCC(C1)N2Cc1ccccc1 (centres undefined)
→ .	.	.	.	2.1%	-1.2%	1	-0.7%	-1.6%	23.4%
CCN(CC)C(=O)C(C)OC(=O)c1ccc(O)cc1 (centres undefined)
→ -11.0%	-4.1%	0.07	789	-2.7%	0.1%	1.1	-8.4%	0.5%	6.9%
COc1cc2c(cc1NC(=O)CN(C)Cc1cccc(OC)c1OC)oc1ccccc12
→ 0.3%	3.8%	-0.43	1216	1.8%	-1.7%	1.1	19.6%	21.4%	9.0%
CCOC(=O)c1cnn2c(N)c(C#N)cnc12
→ 6.4%	3.7%	0.06	1583	-0.1%	-0.4%	1	-1.5%	6.6%	21.6%
COc1cccc(C(=O)NN2CC(O)=C(c3nc4ccccc4n3C)C2=N)c1
→ 11.5%	7.5%	-0.53	1653	-0.6%	-0.1%	1.2	8.4%	0.8%	-1.2%
O=C(Nc1ccccc1)c1ccc(S(=O)(=O)Nc2cccc(O)c2)cc1
→ .	.	.	.	.	-1.3%	.	-4.6%	2.9%	11.7%
Cc1ccc(-c2nn(CCC(=O)NCC3CCCO3)c(=O)c3ccccc23)cc1 (centres undefined)
→ 12.4%	9.0%	0.51	1220	-0.4%	-0.3%	1	-3.0%	1.7%	1.3%
COc1ccc(NS(=O)(=O)c2ccc(Oc3c(C#N)cccc3C#N)cc2)cc1
→ .	.	-2.43	558	.	-1.3%	.	9.6%	3.5%	3.3%
CC(C)C(C(=O)NCC1CCCO1)N(Cc1ccco1)C(=O)CNS(=O)(=O)c1ccc(F)cc1 (centres undefined)
→ -8.3%	-9.2%	-1.64	1327	0.1%	-0.3%	1	-1.4%	0.2%	13.9%
Cc1ccccc1C1NS(=O)(=O)N=C1N (centres undefined)
→ 30.0%	-6.3%	-0.37	1581	-0.9%	0.1%	0.9	-3.0%	1.9%	-2.6%
COC(=O)[C@@H]1CC(O)CN1C(=O)C12CC3CC(CC(C3)C1)C2 (some centres undefined)
→ .	.	.	.	.	0.5%	.	2.5%	1.0%	10.0%
C=CCn1c(N)nc2ccccc21
→ 9.8%	10.4%	0.16	1413	2.1%	-0.2%	1.1	7.6%	-0.2%	0.2%
O=c1oc(-c2cccs2)nc2scc(-c3cccs3)c12
→ 2.8%	3.9%	-0.62	1297	-2.3%	.	1.1	-3.2%	3.9%	13.0%
Cc1ccc(-n2c(O)c(C=Nc3ccccc3-c3n[nH]c(=S)[nH]c3=O)c3ccccc3c2=O)cc1C
→ 16.1%	8.0%	.	.	0.0%	0.6%	1	-1.8%	.	32.1%
CCN(CC)S(=O)(=O)c1cc(NS(=O)(=O)c2cccc(C(=O)O)c2)ccc1C
→ -26.5%	-27.1%	0.18	1281	-0.2%	-0.3%	0.9	0.0%	-0.4%	4.3%
COC(=O)c1cc2nc(-c3ccccc3)cc(C)n2n1
→ -4.7%	4.4%	-0.27	1300	0.0%	-0.2%	1.1	-4.5%	0.6%	2.7%
COC(=O)c1ccccc1NS(=O)(=O)c1ccc(NC(C)=O)cc1
→ 11.7%	9.4%	0.97	1408	-1.7%	0.3%	1.1	-4.2%	-0.6%	0.7%
N#C/C(=C\c1cc2ccccc2nc1N1CCCCC1)C(N)=O
→ 2.4%	-0.8%	0.19	1299	1.0%	-0.9%	1.2	3.2%	-0.5%	6.6%
Cc1cc(C(=O)N/N=C2\CC(=O)CC(C)(C)C2)c(C)n1-c1ccc(F)cc1
→ 4.9%	-7.4%	0.08	1151	-0.9%	-0.8%	1	5.9%	10.6%	11.1%
COc1cc(N2CCCC2)c(OC)cc1/C=C(/C#N)c1cccc(Br)c1
→ 11.0%	10.7%	.	.	12.0%	-0.1%	0.9	2.2%	48.3%	1.4%
CCOc1ccc(C2C=C(c3ccccc3)Nc3ncnn32)cc1 (centres undefined)
→ -8.6%	-9.2%	1.77	1532	0.8%	-0.6%	1.1	7.2%	7.9%	2.6%
COc1cc(S(=O)(=O)NC2CCCCC2C)ccc1-n1cnnn1 (centres undefined)
→ 3.9%	6.7%	-0.37	1365	4.2%	-1.9%	1	-6.6%	-0.4%	23.8%
CN(CCNC(=O)c1cccc(N2CCCC2=O)c1)Cc1ccccc1
→ 2.4%	4.5%	0.48	871	-2.0%	0.1%	1.1	0.7%	0.8%	5.4%
CCN1CC(CNC(=O)c2ccc3nc(Cc4cccc(Cl)c4)oc3c2)CC1=O (centres undefined)
→ .	.	.	.	.	-0.3%	.	-8.5%	2.2%	11.5%
CC(C)[C@H]1C(=O)Nc2ccccc2N1C(=O)N[C@@H](Cc1ccccc1)C(=O)N[C@H](Cc1ccccc1)C(=O)O
→ .	.	.	.	.	0.3%	.	-8.9%	1.2%	2.5%
O=C(Oc1ccccc1C(=O)N1CCOCC1)c1ccc(F)cc1
→ .	.	-1.32	1211	.	-0.2%	.	-11.2%	.	5.1%
O=C(Nc1ccc(Br)cc1)c1cccnc1N1CCCCC1
→ 10.8%	14.6%	0.2	812	0.9%	0.0%	1	-1.1%	-1.4%	9.8%
COc1ccc(/C=C/C(=O)C2(O)CCCCC2)cc1
→ .	.	-1.3	1117	.	-0.6%	.	-7.0%	.	13.8%
CC(C)C[C@H](N)c1nnc(S(=O)(=O)Cc2ccc(F)cc2)o1
→ -28.6%	-33.1%	0.92	1130	-1.4%	0.2%	1.1	-8.1%	0.1%	17.7%
Cc1cc(C)nc(NC=C2C(=O)OC(C)(C)OC2=O)n1
→ .	.	.	.	.	0.1%	.	-0.4%	1.6%	3.2%
CCCn1nnnc1SCC(=O)NNC(=O)c1ccco1
→ -0.7%	-3.5%	0.13	1448	0.5%	0.2%	1.1	-7.2%	-2.1%	22.9%
COCc1ccc(C(=O)N2CCC(CCC(=O)Nc3cccc(C)c3)CC2)s1
→ .	.	.	.	.	0.0%	.	-1.5%	1.5%	3.0%
O=C(COc1ccc(Cl)cc1)NC1CCSC1=O (centres undefined)
→ -8.6%	-2.9%	-1.71	970	8.1%	-0.1%	1	4.1%	1.4%	7.6%
COCCNC(=O)CS(=O)Cc1nc(-c2ccc(OC)cc2)oc1C (centres undefined)
→ -0.3%	6.9%	0.52	975	0.5%	0.3%	1.1	-6.3%	0.8%	4.2%
COc1ccc(NC(=O)CSCC(=O)NCCc2ccccn2)cc1
→ -1.8%	-7.5%	0.32	1159	-1.4%	0.1%	1.1	-7.5%	1.8%	0.3%
O=C(O)CC1(CC(=O)Nc2ccc3c(c2)C(=O)OC3)CCCCC1
→ .	.	-0.49	1416	.	1.0%	.	-7.3%	2.8%	4.0%
CCOc1ccc(N(CC(=O)Nc2c(C)n(C)n(-c3ccccc3)c2=O)S(=O)(=O)c2ccc(F)cc2)cc1
→ .	.	.	.	.	-0.4%	.	4.6%	0.4%	7.0%
COC(=O)Cn1ncc2c(C)n(Cc3ccccc3)c(C)c2c1=O
→ -5.0%	-4.9%	.	.	-3.0%	-0.1%	1	2.2%	2.1%	5.8%
